Hsp70 activator: Hsp70 transcriptional activators, primary screen, cell-based, HeLa, Hsp70 promoter luciferase, luminescence, 10 µM; HeLa Hsp70 promoter luciferase reporter; scaled: vehicle 0, proteasome-inhibitor control 100%; activation, % at 10 µM; 200,000 compounds, 0.04% hits; AID 1203, 2008;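 active = activation above the mean across all tested compounds plus 3 SD, cutoff set per campaign, cut at about 5.5% in these data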;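 also: 100% = MG132 at 30 µM as the positive control and 0% = DMSO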
Diaph act CS: compounds boosting diaphorase resazurin reduction – biochemical, uHTS, resorufin fluorescence, counter-screen for diaphorase-coupled primary assays, primary screen | Diaphorase/resazurin coupled assay, 16 min; stronger effect = higher value; 1 = vehicle wells, 0 = NADH-free wells | 190,000 compounds, 0.005% hits | AID 1229, 2008 | activation factor at 20 µM;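 active = diaphorase activity raised at least twofold by the compound at 20 µM; inactive = activation factor below 2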
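Material: purified diaphorase enzyme from Clostridium kluyveri; Also added: 0.114 mM NADH and 0.1 mM resazurin, final amounts; Doses: single compound dose of 20 µM, 1% DMSO final; Times: 16 min enzyme reaction, ambient temperature; Detection: resorufin fluorescence, excitation 544 nm, emission 590 nm; Measure: increased resorufin signal from activators or reducing compounds.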
TLR4-MyD88 BLA: inhibitors of TLR4-MyD88 association in cells, primary screen, cell-based, HeLa CL3-4, BLA complementation, FRET ratio; Toll-like receptor 4 (Homo sapiens) + Myeloid differentiation primary response protein …; HeLa CL3-4 TLR4/MyD88 BLA complementation; inhibition, % at 8.4 µM; 200,000 compounds, 0.18% hits; in the data active = inhibition above about 25%;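 also: 0% = vehicle and 100% = reference inhibitor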
Target sequence (O00206 whole entry, looked up): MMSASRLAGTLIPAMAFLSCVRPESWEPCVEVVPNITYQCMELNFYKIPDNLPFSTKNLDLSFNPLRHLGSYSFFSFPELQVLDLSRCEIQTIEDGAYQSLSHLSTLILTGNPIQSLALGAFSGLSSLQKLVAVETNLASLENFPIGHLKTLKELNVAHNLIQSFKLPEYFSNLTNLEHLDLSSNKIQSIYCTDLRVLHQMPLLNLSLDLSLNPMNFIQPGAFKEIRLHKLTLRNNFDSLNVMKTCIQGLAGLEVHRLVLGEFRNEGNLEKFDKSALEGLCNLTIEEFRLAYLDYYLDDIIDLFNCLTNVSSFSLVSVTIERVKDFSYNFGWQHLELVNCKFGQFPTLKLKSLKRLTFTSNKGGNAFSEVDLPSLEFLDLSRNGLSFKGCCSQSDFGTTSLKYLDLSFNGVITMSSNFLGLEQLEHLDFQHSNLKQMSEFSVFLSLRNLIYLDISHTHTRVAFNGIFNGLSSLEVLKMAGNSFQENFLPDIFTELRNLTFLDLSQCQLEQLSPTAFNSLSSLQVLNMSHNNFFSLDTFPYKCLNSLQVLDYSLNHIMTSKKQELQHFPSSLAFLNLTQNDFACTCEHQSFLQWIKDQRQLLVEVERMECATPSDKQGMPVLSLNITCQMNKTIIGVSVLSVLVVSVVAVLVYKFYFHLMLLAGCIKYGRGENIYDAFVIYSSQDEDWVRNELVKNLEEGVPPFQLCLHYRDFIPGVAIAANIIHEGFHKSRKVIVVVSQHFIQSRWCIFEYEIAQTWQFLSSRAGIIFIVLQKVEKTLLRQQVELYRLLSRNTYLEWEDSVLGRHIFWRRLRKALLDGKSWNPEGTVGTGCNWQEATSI
Target sequence (Q99836 whole entry, looked up): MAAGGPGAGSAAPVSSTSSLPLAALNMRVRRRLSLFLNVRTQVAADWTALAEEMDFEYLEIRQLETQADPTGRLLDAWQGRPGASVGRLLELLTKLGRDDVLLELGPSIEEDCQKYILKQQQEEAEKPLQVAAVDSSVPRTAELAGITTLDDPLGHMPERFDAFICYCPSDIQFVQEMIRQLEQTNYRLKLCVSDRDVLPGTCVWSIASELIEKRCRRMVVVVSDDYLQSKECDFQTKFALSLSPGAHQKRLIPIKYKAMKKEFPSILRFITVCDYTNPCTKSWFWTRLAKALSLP
G6PDH CS: L. mesenteroides G6PDH inhibitors, counter-screen for G6PDH-coupled screening assays, biochemical, Leuconostoc mesenteroides enzyme; glucose-6-phosphate dehydrogenase [Leuconostoc mesenteroides]; Purified L. mesenteroides G6PDH, diaphorase/resazurin coupled fluorescence, 45 min; inhibition, % at 5 µM; 200,000 compounds, 0.12% hits; AID 1020, 2008
S1P3 antag: S1P3 receptor antagonists, primary screen, cell-based; AID 485, 2006; inhibition, % at 4.98 µM; CHO S1P3 NFAT-BLA reporter, FRET fluorescence, antagonist mode; Sphingosine 1-phosphate receptor 3 (Homo sapiens), Q99500; 170,000 compounds, 0.27% hits;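 active = inhibition above the plate cutoff, the mean inhibition of test wells on that plate plus 3 SD, cut at about 28% in these data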;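 also: cells challenged with S1P at its EC80 of 0.8 µM; blue over green emission ratio from cleaved BLA substrate after 4 h stimulation; 0% = S1P-stimulated wells and 100% = unstimulated DMSO-only wells; some compounds past the cut are filed as inactive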
DTT redox prof: compounds producing H2O2 with reducing agent – biochemical, NIH compound library profiling, artefact control for MLSCN library redox annotation, primary screen. DTT-dependent redox cycling H2O2, phenol red/HRP absorbance; 100% = 100 µM peroxide control, 0% = buffer. activation, % at 10 µM. 200,000 compounds, 0.03% hits. AID 878, 2007;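 active = activation of at least 50% relative to the plate's high and low controls in the primary single-dose screen; inactive = activation below 50%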;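 also: compound incubated with DTT at 0.8 mM final as the reducing agent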
PMI act: activators of human PMI, primary screen, biochemical, fluorescence intensity, near-Km mannose 6-phosphate | Mannose-6-phosphate isomerase (Homo sapiens), P34949 | purified human PMI, coupled resazurin fluorescence, 20 min; stronger effect = higher value; 1 = vehicle control, 0 substrate-free wells | activation factor at 20 µM | 190,000 compounds, 0.005% hits;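 active = activation factor of 2 or more at 20 µM, relative to plate controls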
L major viab: Leishmania major promastigote growth inhibition, primary screen. Leishmania major promastigotes, resazurin fluorescence viability. inhibition, % at 10 µM. 200,000 compounds, 9% hits;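 also: promastigotes grown with compound for 44 hours at 28 °C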
PMI act hi M6P: human PMI activators, high substrate, primary screen, biochemical, fluorescence intensity, near-saturating mannose 6-phosphate | coupled PMI enzyme assay, resazurin fluorescence, 20 min; stronger effect = higher value; 1 = untreated enzyme, 0 = substrate-free blank | activation factor at 20 µM | 190,000 compounds, 0.34% hits | AID 1216, 2008;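 active = activation factor of 2 or more at 20 µM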
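Material: human phosphomannose isomerase with PGI, G6PDH, diaphorase coupling enzymes; amount: PMI at 15 ng/mL final; also added: Mannose-6-phosphate 1.0 mM (near-saturating) plus 0.22 mM NADP+; incubation: enzyme reaction with compound 20 min at room temperature; signal: resorufin fluorescence (Ex 544/Em 590 nm) from resazurin via diaphorase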
Diaphorase inh: diaphorase inhibitors and chemical oxidizers, primary screen, counter-screen for diaphorase-coupled primary assays, biochemical, uHTS, resorufin fluorescence. inhibition, % at 20 µM. AID 1217, 2008. diaphorase resazurin-to-resorufin fluorescence, NADH, 16 min; bacterial (C. kluyveri) enzyme, not human. 190,000 compounds, 0.69% hits;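 active = primary screen inhibition at 20 µM above a set limit, cut at about 50% in these data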;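 also: plate controls were DMSO with full reaction for no effect and wells lacking NADH for full effect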
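controls = No-NADH positive control and DMSO neutral control | system = Clostridium kluyveri diaphorase enzyme | timing = reaction incubation of 16 min at room temperature | signal = resorufin fluorescence 544/590 nm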
RAM inhibit: inhibitors of the yeast RAM network, primary screen, dse1pr::URA3 reporter, 5-FOA selection. S. cerevisiae dse1pr::URA3 reporter, 5-FOA growth OD615, 2 d; analog-sensitive cbk1-as2 kinase mutant strain. inhibition, % at 50 µM. 190,000 compounds, 1.8% hits;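 active = inhibition above a set limit, 3 SD over mean compound inhibition, cut at about 8.4% in these data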;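 also: 0% = DMSO-only wells with no growth and 100% = 10 µM 1-NA-PP1 full growth; inhibition rescues growth on 5-FOA so higher OD means more RAM inhibition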
Starred values were filed as active, the others as inactive; nt = not tested or not shown. Rule as the data show it, unless noted: active = inhibition above about 50%; inactive = the rest. Only part of the results is shown (hit frequency here may not be typical).

| Structure | Hsp70 activator | Diaph act CS | TLR4-MyD88 BLA | G6PDH CS | S1P3 antag | DTT redox prof | PMI act | L major viab | PMI act hi M6P | Diaphorase inh | RAM inhibit |
| --- | --- | --- | --- | --- | --- | --- | --- | --- | --- | --- | --- |
| Cc1ccc(Cn2nnnc2CN2CCC(n3nnc4cc(C)ccc43)CC2)cc1 | -0.3 | 0.8 | -11 | 15 | -1 | 0.5 | 1 | 10 | 0.9 | 22 | 0.5 |
| CCCCCCN=Cc1c(O)n(C)c(=O)n(C)c1=O | -0.3 | 1 | -16 | 8 | nt | 1.9 | 1 | -7 | 1.1 | 3 | 0.0 |
| CCOC(=O)N(C)c1ccc(C(O)(C(=O)OC)C(F)(F)F)cc1 (configuration not stated) | -0.3 | 1 | 6 | 11 | nt | 0.9 | 1 | 93* | 1 | 0 | 0.6 |
| O=C(O)c1nonc1-c1nonc1C(=O)O | -0.2 | 0.9 | 1 | -9 | -47 | 1.8 | 0.9 | -1 | 0.9 | 15 | 1.3 |
| CCCS(=O)(=O)N1CCC(C(=O)N2CCC3(CC2)OCCO3)CC1 | -0.1 | 1.1 | 3 | 0 | 1 | 0.1 | 1.1 | -2 | 1.1 | -7 | -0.1 |
| COc1ccc(CNC(C)Cc2cccs2)cc1 (configuration not stated) | -0.2 | 1.1 | 2 | 3 | -15 | -1.5 | 1.2 | 77* | 1.2 | -13 | 1.9 |
| CC#CP(=O)(OCC)C(O)(c1ccccc1)C(F)(F)F (configuration not stated) | -0.3 | 0.9 | -13 | -7 | 4 | -3.8 | 0.9 | -3 | 1 | 11 | 1.7 |
| CC(O)(CS(=O)(=O)c1ccccc1)C(=O)Nc1ccc(C(F)(F)F)cc1 (configuration not stated) | 0.0 | 1.1 | 3 | 3 | nt | 1.8 | 1 | 2 | 1.1 | -10 | -0.1 |
| COc1cc2c(cc1OC)-c1c(OC)c(OC)cc3c1[C@H](C2)N(C)CC3 | -0.3 | 0.8 | 4 | 45 | -46 | 0.1 | 1.4 | 7 | 1.2 | 20 | -0.7 |
| O=[N+]([O-])c1ccc(N2CCOCC2)c2ccncc12 | -0.1 | 0.8 | -3 | 10 | 7 | 6.2 | 0.9 | 21 | 0.4 | 20 | 0.0 |
| Cc1nn(Cc2ccc(Cl)cc2Cl)c(Cl)c1C(=O)NC1CCCc2ccccc21 (configuration not stated) | -0.1 | 1 | 10 | 20 | 5 | 2.0 | 1 | 5 | 0.9 | 3 | 4.2 |
| COc1ccc(CCNCc2ccc(OC)c(OC)c2OC)cc1 | -0.1 | 1 | -8 | 12 | nt | 0.1 | 1 | 2 | 1 | 0 | 0.0 |
| CCCCn1c(O)c(C(C)=Nc2cccc(C(=O)O)c2)c(=O)[nH]c1=O | -0.1 | 0.9 | -7 | -9 | 10 | -3.9 | 1 | -4 | 1.1 | 10 | -0.7 |
| Cc1nn(C)c(C)c1P(=S)(c1c(C)nn(C)c1C)N(C)C | 0.3 | 0.9 | 8 | -5 | -20 | 2.4 | 1 | 9 | 1 | 10 | 0.5 |
| OC(CNCCc1c[nH]c2ccccc12)C(F)(F)F (configuration not stated) | 0.1 | 0.9 | -2 | 8 | -1 | 0.5 | 0.9 | 2 | 1 | 7 | -1.2 |
| CSc1ncc(/C=C2/C(=O)NC(=O)N(c3ccc(Cl)cc3)C2=O)cn1 | -0.1 | 1 | 7 | 7 | -4 | -0.4 | 1.3 | -2 | 1.3 | 4 | -0.8 |
| CCN(CC(=O)Nc1ccc(C#N)c(Cl)c1)CC(=O)NC(C)(C)C | -0.5 | 0.9 | 4 | 2 | -10 | -0.5 | 0.9 | 4 | 0.9 | 14 | 0.8 |
| CCOC(=O)Cc1csc(NC(=O)c2c(O)c3ccccc3n(CCC(C)C)c2=O)n1 | -0.3 | 0.8 | 3 | 10 | -1 | -1.5 | 0.9 | 29 | 1.1 | 16 | 12* |
| O=C(CCCC1=NS(=O)(=O)c2ccccc2N1)N1CCC2(CC1)OCCO2 | -0.3 | 0.9 | -11 | 2 | -6 | -0.7 | 1 | -3 | 0.9 | 8 | 3.3 |
| Cc1ccc(C(=O)NC(O)C(Cl)(Cl)Cl)cc1 (configuration not stated) | -0.1 | 1.1 | -13 | -7 | -15 | 0.3 | 1 | -8 | 1.2 | -10 | 0.8 |
| CC(C)Sc1nnc([C@@H](N)Cc2c[nH]c3ccccc23)o1 | -0.2 | 0.9 | 2 | -4 | 3 | 3.2 | 1.1 | -3 | 1.1 | 9 | -0.9 |
| O=c1[nH]c(=S)[nH]c(O)c1N=Nc1cc2c(cc1[N+](=O)[O-])OCO2 | -0.1 | 0.6 | -5 | 0 | -5 | 0.4 | 0.9 | 1 | 0.7 | 42 | 3.0 |
| CN1CC(C(=O)c2ccccc2)C(C(=O)c2ccccc2)C1 (configuration not stated) | 0.0 | 1.1 | 2 | 11 | nt | -3.5 | 1.1 | 3 | 1.1 | -13 | 0.4 |
| CCOC(=O)C1=C(N)OC2=C(C(=O)CC(C)(C)C2)C12C(=O)Nc1ccccc12 (configuration not stated) | -0.2 | 0.9 | 0 | 5 | 14 | -0.5 | 1 | -6 | 0.9 | 5 | 1.5 |
| CC(C)CCNC(=O)c1cc(C(=O)c2cc(F)ccc2O)cn(CCC(C)C)c1=O | -0.4 | 1 | -4 | -1 | 5 | -0.9 | 1.1 | 14 | 1.1 | -4 | 6.7 |
| COc1ccc(-c2cc(=Nc3cccc(C(=O)O)c3)c3cc(C)ccc3o2)cc1 | -0.1 | 0.8 | -13 | 4 | 6 | -0.8 | 1.2 | -7 | 1 | 25 | 1.2 |
| Cc1cc(/C=C2\C(=O)NC(=O)N(C)C2=O)c(C)n1-c1ccc2c(c1)OCO2 | 0.2 | 0.9 | 7 | 1 | nt | -0.5 | 0.9 | 1 | 0.8 | 13 | 4.5 |
| O=P(CCl)(Nc1ccccc1)C(Cl)(Cl)Cl (configuration not stated) | -0.1 | 1 | 1 | 0 | -9 | -0.2 | 1.1 | -2 | 1 | 3 | 0.4 |
| O=c1c2ccccc2nc(-c2ccoc2)n1-c1ccccc1Cl | -0.5 | 0.9 | 8 | -3 | nt | 0.1 | 1 | 10 | 1 | 6 | 1.1 |
| Oc1ccc2c3c1O[C@H]1c4[nH]c5ccccc5c4C[C@@]4(O)C(C2)N(CC2CC2)CC[C@]314 | 0.0 | 0.8 | nt | 6 | -4 | nt | 0.9 | nt | 0.9 | 16 | nt |
| Cn1cccc1CNCCc1ccccc1F | -0.1 | 1 | 4 | 12 | -14 | 0.2 | 1.1 | 98* | 0.9 | 2 | 2.2 |
| Cc1cc(N2CCOCC2)nc2ccc(NC(=O)CCC(=O)N3CCC4(CC3)OCCO4)cc12 | -0.2 | 0.9 | 0 | 6 | 17 | -0.9 | 1 | 4 | 1 | 6 | 1.1 |

The final 3 compounds of the part before are carried over, then new ones follow:
compound	Hsp70 activator	Diaph act CS	TLR4-MyD88 BLA	G6PDH CS	S1P3 antag	DTT redox prof	PMI act	L major viab	PMI act hi M6P	Diaphorase inh	RAM inhibit
Oc1ccc2c3c1O[C@H]1c4[nH]c5ccccc5c4C[C@@]4(O)C(C2)N(CC2CC2)CC[C@]314	0.0	0.8	nt	6	-4	nt	0.9	nt	0.9	16	nt
Cn1cccc1CNCCc1ccccc1F	-0.1	1	4	12	-14	0.2	1.1	98*	0.9	2	2.2
Cc1cc(N2CCOCC2)nc2ccc(NC(=O)CCC(=O)N3CCC4(CC3)OCCO4)cc12	-0.2	0.9	0	6	17	-0.9	1	4	1	6	1.1
CC(=O)[C@H]1CC[C@H]2[C@@H]3CC[C@H]4C[C@H](O)CC[C@]4(C)[C@H]3C(=O)C[C@]12C	-0.3	1	4	11	0	-1.2	1	2	1	0	1.5
CC(=Nc1ccc2c(c1)CCC2)c1c(O)n(C)c(=O)n(C)c1=O	nt	0.8	nt	1	-7	nt	1	nt	0.9	17	nt
Cn1c(O)c(C=NCCc2c[nH]c3ccccc23)c(=O)n(C)c1=O	-0.1	0.9	4	11	nt	1.2	1	-2	1.1	8	1.4
COc1ccccc1-n1c(O)c(C=NC2CC2)c(=O)[nH]c1=O	-0.1	0.9	8	7	nt	0.3	1.1	1	1	7	1.7
CCCC(=O)c1c(O)[nH]c(=O)[nH]c1=O	-0.2	0.9	-6	-8	-12	0.4	1	-3	1.1	6	0.7
CCCN1CC(C)C(OC(C)=O)(c2ccccc2)CC1C (configuration not stated)	-0.2	1.1	-4	4	nt	-0.5	1.2	11	1.1	-8	-0.8
CCN1C(=O)/C(=C/c2ccc(N(CC)CC)cc2OC)C(=O)NC1=S	-0.1	0.7	-4	10	-4	-0.2	1.1	99*	1	25	8.1
CC(NCC#Cc1ccccc1)C(O)c1ccccc1 (configuration not stated)	-0.5	1	9	4	-4	0.1	1	14	1.1	-2	0.0
Cc1ccc(CN2CC3CC(C2)c2cccc(=O)n2C3)cc1 (configuration not stated)	0.0	1	5	1	-40	-0.7	1	30	1	4	0.2
Cc1oc(-c2ccccc2Cl)nc1CN1C(=O)CN=C(c2ccccc2)c2ccccc21	-0.1	0.8	9	12	-16	-0.1	0.9	34	0.9	20	-0.7
O=c1c2ccccc2nc(-c2cccs2)n1-c1cnccn1	-0.2	0.8	8	-2	-4	1.6	1	-5	1	16	-0.6
CC1CC(OC(=O)c2ccccc2)CC(C)N1C (configuration not stated)	0.2	1	-3	5	1	0.0	1.1	-3	1.2	0	-0.4
Cc1[nH]n(-c2ccccc2)c(=O)c1C(c1ccc([N+](=O)[O-])cc1)c1c(C)[nH]n(-c2ccccc2)c1=O	-0.1	0.8	4	1	-3	0.3	1	62*	1	25	5.0

Screens: PubChem BioAssay, several laboratories
